# MT1-MMP act inh – blocks activation of human MT1-MMP; GFP/RFP ratio change, % at 20 µM; HT1080 RFP-PRO-GFP cells, GFP/RFP ratio fluorescence, overnight; percent of plate control window, DMSO zero; actives 0.061% (n = 360,000);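 active = GFP/RFP ratio change of at least 30% with cell ATP level not reduced by more than half and red fluorescence within 50% of control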; also: strong numbers were not always called active
#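 Assay system – RFP-PRO-GFP reporter HT1080 cells · Compound dosing – single dose of 20 µM compound, 1% DMSO final · Incubation – overnight compound exposure at 37 °C · Measure – GFP/RFP fluorescence ratio · Benchmarks – DMSO wells and RFP-L50D-GFP cells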
# SUMO1-SIM PPI – SUMO1-SIM interaction modulation; actives 0.33% (n = 360,000); inhibition, % at 20 µM; AID 602429; SUMO1 binding to a labelled peptide, TR-FRET, 1 h; P63165; in the data active = inhibition above about 37%
# DNMT1 inh – DNMT1 (human) enzyme inhibition; inhibition (reported as % activation of signal), % at 10 µM; actives 0.83% (n = 360,000); DNMT1 molecular beacon, Hinp1I cleavage, fluorescence; in the data active = inhibition above about 50%
# Target sequence (P26358 504-1616 limits assumed): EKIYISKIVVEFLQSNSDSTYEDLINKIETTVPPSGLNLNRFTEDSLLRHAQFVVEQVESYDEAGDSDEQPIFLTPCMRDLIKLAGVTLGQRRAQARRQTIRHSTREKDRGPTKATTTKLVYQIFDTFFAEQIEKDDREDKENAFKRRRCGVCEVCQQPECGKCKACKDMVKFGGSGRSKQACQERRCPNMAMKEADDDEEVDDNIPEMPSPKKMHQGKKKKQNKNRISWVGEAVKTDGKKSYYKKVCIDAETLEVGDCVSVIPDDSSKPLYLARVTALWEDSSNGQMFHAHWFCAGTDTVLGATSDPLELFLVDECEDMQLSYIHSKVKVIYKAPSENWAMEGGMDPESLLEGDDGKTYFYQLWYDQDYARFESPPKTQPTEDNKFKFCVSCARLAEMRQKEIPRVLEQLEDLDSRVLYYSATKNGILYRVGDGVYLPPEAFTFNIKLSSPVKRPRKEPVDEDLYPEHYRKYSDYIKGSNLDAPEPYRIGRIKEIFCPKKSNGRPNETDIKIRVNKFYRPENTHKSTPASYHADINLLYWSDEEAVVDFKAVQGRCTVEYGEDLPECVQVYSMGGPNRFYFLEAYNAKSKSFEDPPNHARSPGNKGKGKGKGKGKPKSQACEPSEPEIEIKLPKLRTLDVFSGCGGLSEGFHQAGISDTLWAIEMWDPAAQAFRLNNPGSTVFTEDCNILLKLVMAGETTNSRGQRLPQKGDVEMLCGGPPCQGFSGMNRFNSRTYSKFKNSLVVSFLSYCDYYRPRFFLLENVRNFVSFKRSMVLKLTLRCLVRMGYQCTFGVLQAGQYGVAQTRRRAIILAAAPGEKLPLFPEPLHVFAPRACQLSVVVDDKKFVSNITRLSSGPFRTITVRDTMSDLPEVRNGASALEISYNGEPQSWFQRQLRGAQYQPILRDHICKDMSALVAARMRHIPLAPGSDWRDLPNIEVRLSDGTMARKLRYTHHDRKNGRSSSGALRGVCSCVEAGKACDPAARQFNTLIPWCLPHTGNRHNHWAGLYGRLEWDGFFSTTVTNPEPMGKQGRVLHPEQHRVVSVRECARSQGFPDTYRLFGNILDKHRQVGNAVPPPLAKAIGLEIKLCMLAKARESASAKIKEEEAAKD
# NadD block – blocks S. aureus nicotinate mononucleotide adenylyltransferase | actives 0.78% (n = 360,000) | purified NadD enzyme, colorimetric absorbance read-out | AID 602399 | inhibition, % at 20 µM; in the data active = inhibition above about 26%; also: some compounds past the cut are filed as inactive
# SKN-1 block – inhibitors of C. elegans SKN-1. C. elegans VP596 Pgst-4::GFP/RFP ratio, acrylamide-induced, 24 h. inhibition, % at 21.8 µM. actives 0.49% (n = 360,000). AID 624304;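 active = interference check ratio from 0.5 to 1.5 plus GFP to RFP signal ratio inhibition reaching or exceeding a fixed threshold, cut at about 30% in these data, passing the limit was not always enough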; also: some compounds called inactive have numbers as strong as hits
# Rpn11 inh – blocks the human proteasome subunit Rpn11. O00487. human 26S proteasome, Ub4-pepOG fluorescence polarization; 20S core pre-blocked with epoxomicin. calls only at 20 µM. actives 0.59% (n = 360,000). AID 588493;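 active = inhibition at 20 µM, scaled to each plate's controls, above about 33%, limit read from the data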
# CendR NRP1 mod – alters CendR peptide binding to human NRP-1; O14786; FAM-RPARPAR peptide binding to NRP-1, fluorescence polarization; inhibition, % at 25 µM; actives 0.85% (n = 360,000); AID 602438;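 active = inhibition or corrected inhibition above about 18%, plus a signal ratio from 0.5 to 1.5, limit read from the data, passing the limit was not always enough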; also: strong numbers were not always called active
# LMPTP block – blocks human LMPTP phosphatase; recombinant LMPTP-A, OMFP fluorogenic substrate, fluorescence intensity; inhibition, % at 20 µM; actives 0.22% (n = 360,000);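 active = compounds that cut the enzyme signal by at least half of the control window in the single-dose screen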;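 also: plate controls were DMSO wells with enzyme plus substrate for no effect and substrate without enzyme for full effect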
#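 Assay system: LMPTP-A phosphatase enzyme | Input: 0.625 nM enzyme | Also added: Fluorogenic phosphatase substrate OMFP at 400 µM final | Compound dosing: One test concentration per compound, 20 µM, with 3% DMSO overall | Schedule: 50 min enzyme reaction at room temperature, protected from light | Signal: Fluorescence intensity | Benchmarks: no-enzyme and uninhibited controls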
# Scp1 inh – Scp-1 (human) phosphatase inhibition. Q9GZU7. Recombinant Scp1, phosphopeptide, malachite green phosphate absorbance. inhibition, % at 20 µM. actives 0.88% (n = 340,000);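 active = inhibition above about 50% at 20 µM, limit read from the data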;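 also: plate controls were DMSO wells with enzyme for no effect and wells lacking enzyme for full effect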
#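 Test system: SCP-1 phosphatase catalytic domain, residues 76-261; measured by: colorimetric phosphate reagent with accelerator and stabiliser, absorbance at 630 nm; timing: enzyme reaction 45 min at room temperature, colour 5 min, stabilisation 30 min; also added: Phosphorylated 17-residue peptide substrate; compound dosing: one concentration, 20 µM, with 1.0% DMSO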
# STEP block – STEP (human) phosphatase inhibition. actives 0.25% (n = 360,000). AID 588621. recombinant STEP, OMFP fluorogenic substrate, fluorescence. inhibition, % at 20 µM. P54829;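 active = inhibition at 20 µM, scaled per plate between control wells, above about 37%, limit read from the data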;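 also: 0% = DMSO with enzyme and substrate and 100% = substrate only without enzyme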
#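 medium = Bis-Tris buffer pH 6.0, 2.5 mM DTT, 0.005% Tween 20 | test system = STEP (striatal-enriched tyrosine phosphatase) enzyme, cell-free | measure = normalized % inhibition | compound dosing = 20 µM, 1% DMSO | also added = 25 µM OMFP | schedule = reaction 20 min, ambient temperature | measured by = fluorescence read at 480 nm ex / 540 nm em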
# Starred values were filed as active, the others as inactive; i = inactive; nt = not tested or not shown.
Molecule | MT1-MMP act inh | SUMO1-SIM PPI | DNMT1 inh | NadD block | SKN-1 block | Rpn11 inh | CendR NRP1 mod | LMPTP block | Scp1 inh | STEP block
O=C(NCc1cccs1)c1cc(-c2ccc(O)cc2)on1 | 1 | -3 | -2 | -3 | 4 | i | 4 | -0.8 | -4 | 0
CCOC(=O)CC1=NN(c2ccccc2)C(=O)/C1=C\c1ccc(OC)cc1OC | 3 | 2 | -1 | -5 | -6 | i | -6 | 1.7 | -9 | 1
Cc1ccc(C2Nc3ccccc3NC3=C2C(=O)CC(C)(C)C3)c(O)c1 (stereo not given) | 5 | -10 | -4 | 0 | -5 | i | 5 | -0.6 | -2 | 1
O=C(CNS(=O)(=O)c1ccc(Br)s1)N1CCCC1 | 2 | 4 | 0 | -5 | 4 | i | 8 | -1.0 | -10 | -4
O=c1ccc(S(=O)(=O)N2CCCC2)cn1Cc1nc(-c2ccc(F)cc2)no1 | -1 | 3 | -31 | -6 | 2 | i | -4 | -0.7 | -5 | 0
Cc1cc(C)c(S(=O)(=O)Nc2ccc3c(c2)CCC3)c(C)c1 | 7 | 1 | 1 | -4 | -3 | i | 12 | 2.0 | -4 | 0
O=C(COc1cc(F)ccc1[N+](=O)[O-])Nc1ccc(N2CCCCC2)cc1 | 4 | -27 | -1 | -2 | -4 | i | 3 | 0.7 | 0 | -2
O=C(Cn1cc(S(=O)(=O)Cc2cccc([N+](=O)[O-])c2)c2ccccc21)N1CCOCC1 | 0 | -22 | -1 | -5 | 4 | i | 13 | -0.5 | -10 | 1
C=CCn1c(CCNC(=O)c2ccccc2F)nnc1SCc1nc2ccccc2c(=O)[nH]1 | -10 | -1 | 1 | -2 | 9 | i | -3 | 0.2 | -2 | 1
CCCC(=O)N(Cc1cc(=O)[nH]c2ccccc12)c1ccccc1OC | -4 | 0 | 1 | 0 | 2 | i | -15 | 1.6 | -2 | 2
Cc1ccc(NC(=O)CCC(=O)OCCCC(F)(F)C(F)(F)F)cc1 | 4 | 3 | 0 | -3 | 11 | i | 8 | -0.7 | -5 | 2
Nn1c(Cc2ccc(Br)cc2)n[nH]c1=S | 1 | -1 | 5 | -1 | -4 | i | 12 | -1.5 | 8 | 5
Cn1nnnc1Sc1ncnc2scc(-c3ccc(C#N)cc3)c12 | -3 | -9 | 0 | -1 | 7 | i | 20 | 0.6 | -2 | -2
N#Cc1cc2ccccc2nc1SCc1cccnc1 | 0 | -7 | 0 | -5 | -14 | i | -2 | 3.0 | -2 | 1
O=C1c2ccccc2C(=O)N1C1C(=O)N2CCSC12C(=O)OCc1ccccc1 (stereo not given) | -4 | -5 | 0 | -1 | -2 | i | -10 | 1.3 | 0 | 0
CCC(CO)NCC(O)COCc1ccc2c(c1)OCO2 (stereo not given) | 0 | -1 | -3 | -2 | 5 | i | -2 | -1.1 | -8 | -4
O=C(CC1(CC2=NS(=O)(=O)c3ccccc3N2)CCCC1)NCCc1ccccc1 | 1 | 2 | 2 | -3 | -11 | i | 6 | 0.2 | 13 | 1
COc1ccc(S(=O)(=O)N2CCCCC2)cc1C(=O)NC1CCS(=O)(=O)C1 (stereo not given) | 4 | 4 | 0 | 5 | 5 | i | 3 | 0.3 | nt | -1
COc1ccccc1OCCNC(=O)CCC(=O)N1CCOCC1 | -5 | -1 | -2 | 2 | 15 | i | 4 | 0.7 | -10 | 1
NS(=O)(=O)c1ccc(CCNC(=O)CNCCc2ccccc2)cc1 | 1 | 0 | -1 | -2 | -3 | i | -21 | 0.5 | -6 | 2
COc1cc(/C=C2\S/C(=N/S(=O)(=O)c3ccccc3)NC2=O)c([N+](=O)[O-])cc1OC | 6 | 9 | -8 | 15 | 25 | i | -29 | 1.7 | 3 | 4
CCOC(=O)Cc1csc(NC(=O)c2c(-c3ccccc3)noc2C)n1 | 14 | 3 | -4 | 4 | 5 | i | -4 | -0.7 | -11 | 0
O=C(O)c1cc(NC(=O)C2CCCO2)cc(NC(=O)C2CCCO2)c1 (stereo not given) | 23 | -3 | 5 | 1 | -15 | i | -10 | -1.0 | 16 | 2
O=C(Nc1ccccc1C(=O)O)c1cccc(NC(=O)c2ccccc2Cl)c1 | -1 | 12 | 43 | -9 | 2 | i | -20 | -1.1 | -15 | 1
CC(C)(C)[C@@H]1COC(=O)[C@@H](Cc2ccc(F)cc2)C/C=C\C[C@H](CC(=O)N(CCO)Cc2ccccc2)C(=O)N1 | 0 | 4 | 1 | -1 | -11 | i | 11 | 0.6 | -2 | 2

# Going on with the list:
Molecule | MT1-MMP act inh | SUMO1-SIM PPI | DNMT1 inh | NadD block | SKN-1 block | Rpn11 inh | CendR NRP1 mod | LMPTP block | Scp1 inh | STEP block
COc1ccccc1CN1CC(C(=O)NCc2nc3ccccc3n2C)CCC1=O (stereo not given) | -4 | 9 | 1 | 0 | 1 | i | 7 | 0.5 | -15 | -4
COc1cccc(OCCSc2nc(N)cc(N)n2)c1 | -1 | 6 | -4 | 5 | 5 | i | -8 | 2.8 | -5 | -2
CCNc1c(NCC)c(=O)c1=O | 3 | -2 | 3 | -2 | 1 | i | -3 | -2.4 | -5 | -2
O=C(C1=C[C@H](C2CC2)C[C@H](OCCCCO)O1)N1CCN(Cc2ccccc2)CC1 | -3 | 2 | 4 | -4 | 17 | i | 12 | -1.1 | -2 | 0
Cn1c(SCC(=O)Nc2nc(C(C)(C)C)cs2)nnc1C1CC1 | -3 | 1 | 0 | -6 | -1 | i | 7 | -0.6 | -3 | -3
O=C(N/N=C\c1cccc(Br)c1)c1ccccc1-n1cccc1 | -11 | -6 | -7 | 0 | 49* | i | -1 | 1.6 | -7 | -2
NC(=O)c1ccc(-c2nnn(CC(=O)Nc3cccc(S(=O)(=O)N4CCCC4)c3)n2)cc1 | 9 | 5 | -7 | -3 | -20 | i | 2 | 0.4 | 1 | -2
Cc1nnc(Nc2ccccn2)c2ccccc12 | 1 | -2 | 0 | -5 | 16 | i | -2 | -0.7 | -4 | -4
O=C(Nc1nccs1)c1ccc2sc([C@H]3C[C@H](O)[C@@H](CO)O3)nc2c1 | 4 | 5 | 3 | -2 | -5 | i | 9 | -1.4 | nt | 4
CCc1c(C)sc(NC(=S)N2CCN(CC)CC2)c1C(=O)OC | 0 | 4 | 1 | -8 | 9 | i | 2 | 0.6 | 3 | 2
CCc1nonc1NC(=O)c1oc2ccc(F)cc2c1C | 1 | 1 | 1 | 5 | 30 | i | -4 | -0.6 | 0 | -2
CCc1cc(CN2CCOCC2)c(NC(=O)c2ccccc2)s1 | -4 | -5 | 4 | -6 | 14 | i | 16 | 0.3 | 1 | -4
O=C(Nc1ccncc1)c1ccc(Br)cc1 | 1 | -2 | -1 | -7 | -8 | i | -3 | -3.2 | -5 | -1
COc1ccccc1NS(=O)(=O)c1cc(NC(=O)c2ccccc2C)ccc1N1CCOCC1 | 2 | 2 | -14 | 8 | 2 | i | 9 | 2.8 | -7 | 1
COc1ccc(C(=O)NC(C(=O)NCC2(N3CCCCC3)CCCCC2)C(C)C)cc1 (stereo not given) | -2 | -3 | 10 | -2 | -8 | i | 2 | -0.3 | 1 | 0
CC1CC(C)(C)CC2(C1)NC(=O)N(CC(=O)N1CCN(S(=O)(=O)c3cccs3)CC1)C2=O (stereo not given) | -11 | 9 | -1 | 7 | 8 | i | -10 | -2.6 | -8 | -6
CC(=O)N1CCCN(C(=O)c2ccc3nc(Cc4cccc(Cl)c4)oc3c2)CC1 | 1 | 18 | -1 | 1 | 12 | i | -8 | 0.0 | -6 | 1
O=C(Nc1nnc(SCc2ccccc2)s1)c1ccco1 | -2 | 0 | 4 | 1 | 0 | i | 7 | -1.1 | -6 | 0
O=C(NC1CCCCC1)n1c(=O)oc2cc(S(=O)(=O)N3CCCCC3)ccc21 | 4 | 1 | 4 | 1 | -2 | i | -4 | -2.0 | -6 | 2

# In the list so far, 9 contain two or more sulfur atoms:
Molecule | MT1-MMP act inh | SUMO1-SIM PPI | DNMT1 inh | NadD block | SKN-1 block | Rpn11 inh | CendR NRP1 mod | LMPTP block | Scp1 inh | STEP block
O=C(CNS(=O)(=O)c1ccc(Br)s1)N1CCCC1 | 2 | 4 | 0 | -5 | 4 | i | 8 | -1.0 | -10 | -4
Cn1nnnc1Sc1ncnc2scc(-c3ccc(C#N)cc3)c12 | -3 | -9 | 0 | -1 | 7 | i | 20 | 0.6 | -2 | -2
COc1ccc(S(=O)(=O)N2CCCCC2)cc1C(=O)NC1CCS(=O)(=O)C1 (stereo not given) | 4 | 4 | 0 | 5 | 5 | i | 3 | 0.3 | nt | -1
COc1cc(/C=C2\S/C(=N/S(=O)(=O)c3ccccc3)NC2=O)c([N+](=O)[O-])cc1OC | 6 | 9 | -8 | 15 | 25 | i | -29 | 1.7 | 3 | 4
Cn1c(SCC(=O)Nc2nc(C(C)(C)C)cs2)nnc1C1CC1 | -3 | 1 | 0 | -6 | -1 | i | 7 | -0.6 | -3 | -3
O=C(Nc1nccs1)c1ccc2sc([C@H]3C[C@H](O)[C@@H](CO)O3)nc2c1 | 4 | 5 | 3 | -2 | -5 | i | 9 | -1.4 | nt | 4
CCc1c(C)sc(NC(=S)N2CCN(CC)CC2)c1C(=O)OC | 0 | 4 | 1 | -8 | 9 | i | 2 | 0.6 | 3 | 2
CC1CC(C)(C)CC2(C1)NC(=O)N(CC(=O)N1CCN(S(=O)(=O)c3cccs3)CC1)C2=O (stereo not given) | -11 | 9 | -1 | 7 | 8 | i | -10 | -2.6 | -8 | -6
O=C(Nc1nnc(SCc2ccccc2)s1)c1ccco1 | -2 | 0 | 4 | 1 | 0 | i | 7 | -1.1 | -6 | 0

# Screening data deposited in PubChem by Sanford-Burnham Center for Chemical Genomics.
